Assay outcomes from PubChem.
Rab2 wt GTP = changes GTP binding to wildtype dog Rab2A, up or down; GST-Rab2 wt beads, Bodipy-GTP binding, flow cytometry; AID 760; GTP binding activity, % at 10 µM; 0.19% of 190,000 active;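 active means GTP binding activity at least 20 points away from 100%, either lowered or raised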;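 further: 0% = beads with excess unlabeled GTP and 100% = no-compound control corrected for plate trend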
Rac1 wt GTP bind = human Rac1 wildtype GTP binding, inhibitors and activators; GST-Rac1 beads, fluorescent GTP binding, flow cytometry; actives lie on both sides; 0 = cold GTP competed, 100 = untreated; GTP binding activity (% of control), % at 10 µM; 0.27% of 190,000 active; AID 757;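 active means GTP binding activity at least 20 points away from the 100% control level, either lower or higher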
Bcl-2 Bim block = inhibitors of Bim-Bcl-2 interaction, human. P10415. Bead-based flow cytometry, Bim peptide-Bcl-2 binding. inhibition, % at 10 µM. 0.06% of 190,000 active. AID 950; in the data active means inhibition above about 40%;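 further: 0% = no compound wells with probe peptide and 100% = reference peptide inhibitor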
Target sequence (P10415 whole entry, looked up): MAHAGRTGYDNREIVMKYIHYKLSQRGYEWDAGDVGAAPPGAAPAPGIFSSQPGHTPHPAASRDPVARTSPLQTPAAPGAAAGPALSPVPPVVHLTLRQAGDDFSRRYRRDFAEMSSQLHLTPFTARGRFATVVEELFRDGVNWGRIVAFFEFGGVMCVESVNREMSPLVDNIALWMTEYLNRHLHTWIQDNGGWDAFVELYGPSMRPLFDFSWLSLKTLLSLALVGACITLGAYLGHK
HRas wt GTP bind = modulators of GTP binding to human HRas wildtype; 0.14% of 190,000 active; GST-Ras wt beads, Bodipy-FL-GTP binding, flow cytometry; actives lie on both sides; GTP binding activity, % at 10 µM; AID 759; P01112;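 active means GTP binding activity at least 20% away from the 100% baseline, either lowered as inhibitor or raised as activator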;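 further: 0% = unlabeled GTP competition control and 100% = no-compound control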
Target sequence (P01112 whole entry, looked up): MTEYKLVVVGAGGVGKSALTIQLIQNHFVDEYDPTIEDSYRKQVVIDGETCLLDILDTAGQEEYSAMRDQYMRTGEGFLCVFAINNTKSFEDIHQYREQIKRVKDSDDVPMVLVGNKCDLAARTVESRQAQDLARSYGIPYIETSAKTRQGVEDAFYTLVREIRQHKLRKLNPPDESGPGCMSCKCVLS
Bcl-W Bim block = disrupts Bim peptide binding to human Bcl-W; inhibition, % at 10 µM; AID 952; Q92843; 0.02% of 190,000 active; bead-based flow cytometry;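 further: 0% = bound tracer without compound and 100% = peptide blocker; higher means less fluorescent Bim peptide bound to Bcl-W beads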
Target sequence (Q92843 whole entry, looked up): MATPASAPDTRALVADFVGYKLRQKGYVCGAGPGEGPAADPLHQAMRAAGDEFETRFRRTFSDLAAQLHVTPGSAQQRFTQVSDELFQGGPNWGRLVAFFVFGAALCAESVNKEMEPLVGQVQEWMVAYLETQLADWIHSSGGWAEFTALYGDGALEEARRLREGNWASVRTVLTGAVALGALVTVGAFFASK
Bim-Bfl-1 = human Bim-Bfl-1 interaction inhibition | Q16548 | 0.12% of 190,000 active | inhibition, % at 10 µM | AID 1008 | Bead-based flow cytometry, Bim-Bfl-1 binding inhibition;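 further: 0% = wells without compound plus tracer and 100% = blocker peptide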
Bim-Bcl-B = inhibitors of Bim-Bcl-B interaction, human; bead-based flow cytometry, Bim peptide-Bcl-B binding; inhibition, % at 10 µM; 0.073% of 190,000 active;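 further: 0% = tracer peptide without compound and 100% = reference inhibitor peptide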
Rab7 wt GTP bind = dog Rab7 wildtype GTP binding, inhibitors and activators; GST-Rab7 beads, fluorescent GTP binding, flow cytometry; actives lie on both sides; untreated = 100%, excess cold GTP = 0%; GTP binding activity (percent of control), % at 10 µM; 0.055% of 190,000 active;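 active means fluorescent GTP binding to Rab7 beads changed by at least 20 points from the 100% baseline, either direction, mostly lower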;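 further: median green fluorescence of bound Bodipy-FL-GTP per Rab7 bead population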
Bim-Bcl-XL = inhibitors of Bim-Bcl-XL interaction, human | Bim peptide-Bcl-XL binding, bead flow cytometry, fluorescence | inhibition, % at 10 µM | 0.04% of 190,000 active
Target sequence (Q07817 whole entry, looked up): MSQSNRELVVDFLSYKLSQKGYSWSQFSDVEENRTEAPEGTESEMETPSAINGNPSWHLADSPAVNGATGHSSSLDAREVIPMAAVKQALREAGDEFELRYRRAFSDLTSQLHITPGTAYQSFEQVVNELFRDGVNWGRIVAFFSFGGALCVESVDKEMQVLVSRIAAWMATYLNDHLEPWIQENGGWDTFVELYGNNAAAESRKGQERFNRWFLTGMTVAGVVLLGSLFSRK
Cdc42 wt GTP = changes GTP binding to wildtype human Cdc42 | percent activity (GTP binding), % at 10 µM | 0.2% of 190,000 active | AID 761 | P60953 | GST-Cdc42 beads, Bodipy-GTP binding, flow cytometry; actives lie on both sides;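 active means percent activity GTP binding at least 20 points away from the 100% baseline, either down as inhibitor or up as activator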;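 further: median bead fluorescence of bound Bodipy-FL-GTP at 100 nM; 0% = excess unlabeled GTP control and 100% = no compound control; below 100% means less GTP binding so inhibitor and above means activator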
Rac1 act GTP bind = human Rac1 activated mutant GTP binding change; percent activity (GTP binding), % at 10 µM; 0.11% of 190,000 active; GST-Rac1 activated beads, fluorescent GTP binding, flow cytometry; actives lie on both sides; 100% means binding = to untreated wells; P63000;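 active means GTP binding at least 20 percentage points away from the 100% baseline, in either direction, so actives lie on both sides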
An asterisk follows results filed as active. Unless noted, no stated cut-off is given here; in the data, active means inhibition above about 40%. Outcome played no part in choosing rows; about 0.62% have a hit in one of these screens.

How did CC(=O)NCC(=O)NC(Cc1ccccc1)C(N)=O (stereo not given) do in these assays?
Rab2 wt GTP: 98.0; Rac1 wt GTP bind: 102.0; Bcl-2 Bim block: -1.0; HRas wt GTP bind: 100.0; Bcl-W Bim block: -4.0; Bim-Bfl-1: -2.0; Bim-Bcl-B: -4.0; Rab7 wt GTP bind: 102.0; Bim-Bcl-XL: -5.0; Cdc42 wt GTP: 97.0; Rac1 act GTP bind: 98.0

Results for CC(C)OC(=O)c1cc(NC(=S)Nc2ccc([N+](=O)[O-])cc2)cc(C(=O)OC(C)C)c1 ?
Rab2 wt GTP: 101.0; Rac1 wt GTP bind: 102.0; Bcl-2 Bim block: -20.0; HRas wt GTP bind: 100.0; Bcl-W Bim block: -1.0; Bim-Bfl-1: 8.0; Bim-Bcl-B: 0.0; Rab7 wt GTP bind: 99.0; Bim-Bcl-XL: -7.0; Cdc42 wt GTP: 98.0; Rac1 act GTP bind: 98.0

Results for O=C(NC(=S)Nc1ccc(Cc2ccncc2)cc1)c1ccccc1 ?
Rab2 wt GTP: 101.0; Rac1 wt GTP bind: 103.0; Bcl-2 Bim block: -2.0; HRas wt GTP bind: 102.0; Bcl-W Bim block: -7.0; Bim-Bfl-1: -3.0; Bim-Bcl-B: -5.0; Rab7 wt GTP bind: 100.0; Bim-Bcl-XL: -5.0; Cdc42 wt GTP: 102.0; Rac1 act GTP bind: 99.0

What do the screens show for `CCCC(C)(C)NC(=O)CCCCC(=O)NC(C)(C)CCC`?
Rab2 wt GTP: 99.0; Rac1 wt GTP bind: 104.0; Bcl-2 Bim block: 0.0; HRas wt GTP bind: 102.0; Bcl-W Bim block: -3.0; Bim-Bfl-1: -5.0; Bim-Bcl-B: -3.0; Rab7 wt GTP bind: 98.0; Bim-Bcl-XL: -7.0; Cdc42 wt GTP: 105.0; Rac1 act GTP bind: 101.0

How did COc1cccc(C(=O)N2CCn3c2nc2ccccc23)c1 do in these assays?
Rab2 wt GTP: 93.0; Rac1 wt GTP bind: 95.0; Bcl-2 Bim block: 0.0; HRas wt GTP bind: 97.0; Bcl-W Bim block: 1.0; Bim-Bfl-1: -1.0; Bim-Bcl-B: -4.0; Rab7 wt GTP bind: 105.0; Bim-Bcl-XL: -1.0; Cdc42 wt GTP: 93.0; Rac1 act GTP bind: 96.0

What do the screens show for `CCc1nc2c(C#N)c(-c3ccc(Cl)cc3)ccn2n1`?
Rab2 wt GTP: 99.0; Rac1 wt GTP bind: 102.0; Bcl-2 Bim block: -7.0; HRas wt GTP bind: 101.0; Bcl-W Bim block: 0.0; Bim-Bfl-1: -11.0; Bim-Bcl-B: -6.0; Rab7 wt GTP bind: 102.0; Bim-Bcl-XL: -6.0; Cdc42 wt GTP: 100.0; Rac1 act GTP bind: 98.0

How did CCCS(=O)(=O)N1CCN(Cc2ccc3c(c2)c2ccccc2n3CC)CC1 do in these assays?
Rab2 wt GTP: 100.0; Rac1 wt GTP bind: 105.0; Bcl-2 Bim block: -2.0; HRas wt GTP bind: 102.0; Bcl-W Bim block: -5.0; Bim-Bfl-1: 1.0; Bim-Bcl-B: -8.0; Rab7 wt GTP bind: 101.0; Bim-Bcl-XL: -3.0; Cdc42 wt GTP: 103.0; Rac1 act GTP bind: 103.0

What do the screens show for `O=CN1CCC(=O)N(Cc2ccccc2)c2ccccc21`?
Rab2 wt GTP: 107.0; Rac1 wt GTP bind: 108.0; Bcl-2 Bim block: -8.0; HRas wt GTP bind: 105.0; Bcl-W Bim block: 3.0; Bim-Bfl-1: -9.0; Bim-Bcl-B: -9.0; Rab7 wt GTP bind: 106.0; Bim-Bcl-XL: -14.0; Cdc42 wt GTP: 106.0; Rac1 act GTP bind: 101.0

Results for CC(NC(=O)c1ccc(N2CCCC2=O)cc1)c1ccccc1 (stereo not given) ?
Rab2 wt GTP: 100.0; Rac1 wt GTP bind: 101.0; Bcl-2 Bim block: -3.0; HRas wt GTP bind: 100.0; Bcl-W Bim block: 0.0; Bim-Bfl-1: -3.0; Bim-Bcl-B: -4.0; Rab7 wt GTP bind: 98.0; Bim-Bcl-XL: 2.0; Cdc42 wt GTP: 102.0; Rac1 act GTP bind: 101.0

What do the screens show for `CC(C)c1ccc(NC(=O)COc2nnc(-c3cccs3)c(-c3cccs3)n2)cc1`?
Rab2 wt GTP: 98.0; Rac1 wt GTP bind: 99.0; Bcl-2 Bim block: -5.0; HRas wt GTP bind: 99.0; Bcl-W Bim block: 0.0; Bim-Bfl-1: -4.0; Bim-Bcl-B: -5.0; Rab7 wt GTP bind: 97.0; Bim-Bcl-XL: 0.0; Cdc42 wt GTP: 101.0; Rac1 act GTP bind: 97.0

Results for COC(=O)C1=C(C)n2cnnc2NC1c1ccc(Cl)cc1 (stereo not given) ?
Rab2 wt GTP: 98.0; Rac1 wt GTP bind: 98.0; Bcl-2 Bim block: -4.0; HRas wt GTP bind: 100.0; Bcl-W Bim block: -2.0; Bim-Bfl-1: -11.0; Bim-Bcl-B: -6.0; Rab7 wt GTP bind: 96.0; Bim-Bcl-XL: -2.0; Cdc42 wt GTP: 100.0; Rac1 act GTP bind: 98.0

What do the screens show for `CCOc1ccccc1NC(=O)CCC(=O)Nc1ccccc1OCC`?
Rab2 wt GTP: 103.0; Rac1 wt GTP bind: 113.0; Bcl-2 Bim block: -8.0; HRas wt GTP bind: 107.0; Bcl-W Bim block: 3.0; Bim-Bfl-1: -13.0; Bim-Bcl-B: -8.0; Rab7 wt GTP bind: 107.0; Bim-Bcl-XL: -6.0; Cdc42 wt GTP: 106.0; Rac1 act GTP bind: 99.0

How did CCN(CC)S(=O)(=O)c1ccc(OC)c(NC(=S)Nc2cccc(C)c2C)c1 do in these assays?
Rab2 wt GTP: 100.0; Rac1 wt GTP bind: 109.0; Bcl-2 Bim block: 0.0; HRas wt GTP bind: 102.0; Bcl-W Bim block: 1.0; Bim-Bfl-1: 3.0; Bim-Bcl-B: -1.0; Rab7 wt GTP bind: 100.0; Bim-Bcl-XL: -1.0; Cdc42 wt GTP: 102.0; Rac1 act GTP bind: 102.0

What do the screens show for `CC1(C)CC(=O)C(C2c3ccccc3Oc3ccccc32)C(=O)C1`?
Rab2 wt GTP: 96.0; Rac1 wt GTP bind: 100.0; Bcl-2 Bim block: 0.0; HRas wt GTP bind: 98.0; Bcl-W Bim block: 0.0; Bim-Bfl-1: 0.0; Bim-Bcl-B: -2.0; Rab7 wt GTP bind: 100.0; Bim-Bcl-XL: -2.0; Cdc42 wt GTP: 94.0; Rac1 act GTP bind: 96.0

Results for CCN1CCCC(NC(=O)c2scc3c2CCCC3)C1 (stereo not given) ?
Rab2 wt GTP: 97.0; Rac1 wt GTP bind: 100.0; Bcl-2 Bim block: -6.0; HRas wt GTP bind: 103.0; Bcl-W Bim block: -7.0; Bim-Bfl-1: -6.0; Bim-Bcl-B: -11.0; Rab7 wt GTP bind: 101.0; Bim-Bcl-XL: -8.0; Cdc42 wt GTP: 101.0; Rac1 act GTP bind: 96.0

Results for Cc1sc(NC(=O)C2C3CCC(C3)C2C(=O)O)c(C(N)=O)c1-c1ccc(C(C)(C)C)cc1 (stereo not given) ?
Rab2 wt GTP: 94.0; Rac1 wt GTP bind: 92.0; Bcl-2 Bim block: 8.0; HRas wt GTP bind: 94.0; Bcl-W Bim block: 0.0; Bim-Bfl-1: 10.0; Bim-Bcl-B: 5.0; Rab7 wt GTP bind: 94.0; Bim-Bcl-XL: -1.0; Cdc42 wt GTP: 90.0; Rac1 act GTP bind: 94.0

Results for Cc1ccccc1C(=O)N/C(=C/c1ccc(-c2cccnc2Cl)o1)C(=O)NCCCN1CCN(C)CC1 ?
Rab2 wt GTP: 92.0; Rac1 wt GTP bind: 93.0; Bcl-2 Bim block: 0.0; HRas wt GTP bind: 95.0; Bcl-W Bim block: -3.0; Bim-Bfl-1: -1.0; Bim-Bcl-B: 0.0; Rab7 wt GTP bind: 97.0; Bim-Bcl-XL: -2.0; Cdc42 wt GTP: 96.0; Rac1 act GTP bind: 92.0

How did C#CCNC(=O)C1=C[C@@H](C2CCCCC2)[C@H](CCCO)[C@@H](OCC)O1 do in these assays?
Rab2 wt GTP: 96.0; Rac1 wt GTP bind: 99.0; Bcl-2 Bim block: -5.0; HRas wt GTP bind: 96.0; Bcl-W Bim block: -1.0; Bim-Bfl-1: -4.0; Bim-Bcl-B: -3.0; Rab7 wt GTP bind: 96.0; Bim-Bcl-XL: -2.0; Cdc42 wt GTP: 95.0; Rac1 act GTP bind: 94.0

Results for CCC(=O)Nc1nc(C)nc(C)c1C(C)=O ?
Rab2 wt GTP: 102.0; Rac1 wt GTP bind: 102.0; Bcl-2 Bim block: 1.0; HRas wt GTP bind: 103.0; Bcl-W Bim block: 2.0; Bim-Bfl-1: -7.0; Bim-Bcl-B: -3.0; Rab7 wt GTP bind: 103.0; Bim-Bcl-XL: -1.0; Cdc42 wt GTP: 102.0; Rac1 act GTP bind: 100.0

Results for COc1ccc(N2CC(C(=O)Nc3ccc(N4CCOCC4)cc3)CC2=O)cc1 (stereo not given) ?
Rab2 wt GTP: 99.0; Rac1 wt GTP bind: 102.0; Bcl-2 Bim block: 0.0; HRas wt GTP bind: 98.0; Bcl-W Bim block: 0.0; Bim-Bfl-1: 0.0; Bim-Bcl-B: -2.0; Rab7 wt GTP bind: 98.0; Bim-Bcl-XL: 0.0; Cdc42 wt GTP: 98.0; Rac1 act GTP bind: 100.0

What do the screens show for `COc1cccc(-n2nnc3c(=O)n(CC(=O)N4CCCCC4)cnc32)c1`?
Rab2 wt GTP: 110.0; Rac1 wt GTP bind: 112.0; Bcl-2 Bim block: 0.0; HRas wt GTP bind: 109.0; Bcl-W Bim block: 0.0; Bim-Bfl-1: 0.0; Bim-Bcl-B: 0.0; Rab7 wt GTP bind: 108.0; Bim-Bcl-XL: -2.0; Cdc42 wt GTP: 109.0; Rac1 act GTP bind: 102.0

How did Cc1ccc(-c2nnc(-c3ccncc3)n2-c2ccc(C)cc2)cc1 do in these assays?
Rab2 wt GTP: 101.0; Rac1 wt GTP bind: 107.0; Bcl-2 Bim block: -6.0; HRas wt GTP bind: 102.0; Bcl-W Bim block: -3.0; Bim-Bfl-1: -18.0; Bim-Bcl-B: -7.0; Rab7 wt GTP bind: 100.0; Bim-Bcl-XL: -9.0; Cdc42 wt GTP: 102.0; Rac1 act GTP bind: 101.0

Results for O=C(c1ccc2c(=O)n(CC3CCCO3)c(=S)[nH]c2c1)N1CCN(c2ccccc2)CC1 (stereo not given) ?
Rab2 wt GTP: 99.0; Rac1 wt GTP bind: 100.0; Bcl-2 Bim block: -6.0; HRas wt GTP bind: 100.0; Bcl-W Bim block: -2.0; Bim-Bfl-1: 0.0; Bim-Bcl-B: -5.0; Rab7 wt GTP bind: 93.0; Bim-Bcl-XL: -6.0; Cdc42 wt GTP: 101.0; Rac1 act GTP bind: 98.0
